# CHOP inhibitor = blocks CHOP induction under ER stress; actives 3.8% (n = 220,000); CHO-K1 CHOP-promoter luciferase, tunicamycin-induced, 15-18 h; inhibition, % at 10 µM;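 active = compounds that reduced the stress-induced luciferase reporter signal by more than about 70% of percent inhibition, limit read from the data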;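 also: 0% = tunicamycin plus vehicle and 100% = wells without tunicamycin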
# EP2 modulator = modulates human prostaglandin E2 receptor EP2 signaling; induction, % at 25 µM; actives 0.83% (n = 260,000); EP2-expressing cells, cAMP HTRF FRET, PGE2 co-stimulation; AID 940;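 active = compounds whose cAMP rise, as percent of the full-agonist control response, exceeds 60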;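 also: rat C6 glioma line stably carrying human EP2 under a CMV promoter; the protocol text gives 20 µM as final concentration; 100% = response of wells given 1 µM PGE2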
# PPC-1+TRAIL kill = PPC-1 cancer cell killing with TRAIL present. actives 0.41% (n = 220,000). cell killing (% activity), % at 4 µM. AID 1443. PPC-1 cells + TRAIL, ATPLite viability luminescence;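 active = cell killing above 50% in the first pass at 4 µM, then a duplicate retest at 5 µM averaging 50% or more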;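 also: plate controls were cells with TRAIL plus DMSO for no effect and medium-only wells lacking cells for full effect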
# zfTRPN1 agonist = agonists of zebrafish TRPN1 channel; activation, % at 3 µM; actives 0.18% (n = 220,000); HEK293 zebrafish TRPN1-YFP, Fluo-8 calcium fluorescence; 100% = response to 87 µM carbachol;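 active = activation above its plate's cutoff, the mean activation of test wells on that plate plus 3 SD, cut at about 19% in these data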;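 also: 0% = DMSO alone and 100% = 87 µM carbachol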
#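 Material – zebrafish TRPN1-YFP in HEK293 cells · Doses – 3 µM single point · Schedule – dye 1 h 37 °C plus 30 min RT · Signal – Fluo-8 calcium fluorescence, excitation 470-495 nm, emission 515-575 nm · Read-out – % activation versus carbachol response · Control set – carbachol high, DMSO low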
# NPY-Y1 PAM-ag = potentiators or agonists of human neuropeptide Y receptor Y1; P25929; activation, % at 3.6 µM; AID 1304; actives 0.37% (n = 220,000); NPY-Y1 expressing cells, potentiator/agonist activation; in the data active = activation above about 33%, passing the limit was not always enough;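 also: cells stimulated with NPY at EC10 then isoproterenol at EC100; 0% = low agonist plus stimulus and 100% = saturating agonist plus stimulus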
# 14-3-3 Bad inh = disrupts binding of bovine 14-3-3 zeta to phospho-Bad peptide. actives 0.71% (n = 220,000). TR-FRET 14-3-3zeta/Dy647-pBad peptide displacement, 1 h. inhibition, % at 21.7 µM. AID 781. P63103;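 active = inhibition above about 70%, limit read from the data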;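 also: 0% = full 14-3-3 plus peptide FRET controls and 100% = background without 14-3-3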
# Target sequence (P63103 whole entry, looked up): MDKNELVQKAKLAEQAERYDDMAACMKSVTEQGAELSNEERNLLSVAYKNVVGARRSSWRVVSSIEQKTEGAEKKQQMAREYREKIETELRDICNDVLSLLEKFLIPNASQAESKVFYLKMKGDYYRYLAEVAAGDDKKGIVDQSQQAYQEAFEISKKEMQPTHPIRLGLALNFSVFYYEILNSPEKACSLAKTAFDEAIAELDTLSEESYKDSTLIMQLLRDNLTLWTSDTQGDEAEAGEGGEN
# NPY Y1 blocker = NPY-Y1 (human) receptor antagonism. P25929. HEK293-CNG Y1 cells, membrane potential fluorescence; NPY at EC95, then isoproterenol. inhibition, % at 3.6 µM. actives 1% (n = 200,000). AID 1040;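 active = inhibition above the campaign mean inhibition of all tested compounds plus 3 SD, cut at about 20% in these data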;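 also: 0% = DMSO wells given NPY plus isoproterenol and 100% = isoproterenol alone without NPY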
#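 material = HEK293 cells with Y1 receptor plus CNG channel | also added = NPY 25 nM then isoproterenol 1 µM plus Ro 20-1724 25 µM | schedule = dye 3 h, compound 60 min room temperature, stimulation 45 min | measured by = membrane potential fluorescence | benchmarks = high control isoproterenol alone, low control NPY with isoproterenol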
# PGE2 EP2 inh = blocks the human prostaglandin E2 receptor EP2. C6 glioma cells expressing human EP2, cAMP TR-FRET; cells stimulated with saturating PGE2. actives 0.52% (n = 260,000). inhibition, % at 25 µM;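 active = percent inhibition above 40 after rounding to a whole number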;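 also: rat C6 glioma host cells with rolipram phosphodiesterase inhibitor present; the protocol text gives 20 µM as final concentration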
# TRPML3 ag = human mucolipin-3 channel agonism; Q8TDD5; HEK293 TRPML3-YFP, Fluo-8 calcium fluorescence; 100% = the carbachol control signal; activation, % at 3 µM; actives 0.29% (n = 220,000);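 active = activation above its plate's cutoff, the mean activation of the plate's test wells plus 3 SD, cut at about 12% in these data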;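 also: 0% = DMSO only wells and 100% = carbachol wells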
# Target sequence (Q8TDD5 whole entry, looked up): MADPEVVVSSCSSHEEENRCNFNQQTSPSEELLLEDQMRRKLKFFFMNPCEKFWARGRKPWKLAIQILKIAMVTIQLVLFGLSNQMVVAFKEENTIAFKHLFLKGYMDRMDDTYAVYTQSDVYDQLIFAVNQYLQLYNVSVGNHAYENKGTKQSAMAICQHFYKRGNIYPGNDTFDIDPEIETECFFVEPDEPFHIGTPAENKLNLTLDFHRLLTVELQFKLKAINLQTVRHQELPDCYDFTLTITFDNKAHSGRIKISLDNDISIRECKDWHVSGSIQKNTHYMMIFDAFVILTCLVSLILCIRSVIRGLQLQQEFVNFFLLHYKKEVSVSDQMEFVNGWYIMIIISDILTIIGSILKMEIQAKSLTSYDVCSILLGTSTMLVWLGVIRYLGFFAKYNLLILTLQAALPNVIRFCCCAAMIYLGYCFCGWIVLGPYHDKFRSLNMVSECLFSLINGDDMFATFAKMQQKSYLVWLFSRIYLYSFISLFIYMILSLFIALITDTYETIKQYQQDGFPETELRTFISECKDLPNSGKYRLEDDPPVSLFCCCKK
#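 Material: HEK293 cells stably carrying human TRPML3-YFP; compound dosing: single dose, 3 µM final nominal compound, 0.3% DMSO final; incubation: 1-h 37 °C dye load, 5-s basal, 120-s post-compound reads; technique: Fluo-8 intracellular calcium fluorescence, excitation 470-495 nm, emission 515-575 nm; read-out basis: percent activation from peak-to-basal fluorescence ratio, scaled between DMSO and carbachol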
# Starred values were filed as active, the others as inactive; . = no result given; & = joins results of further samples; [ ] = dose if it differs, or a comment.
SMILES,CHOP inhibitor,EP2 modulator,PPC-1+TRAIL kill,zfTRPN1 agonist,NPY-Y1 PAM-ag,14-3-3 Bad inh,NPY Y1 blocker,PGE2 EP2 inh,TRPML3 ag
Fc1ccc(-c2nc3ccncc3[nH]2)cc1,-31.2,12.4,-5.0,0.0,-15.3,20.2[fluorescence artefact?],5.2,12.3,0.3
O=C(CN1CCOCC1)Nc1nc(-c2ccc3c(c2)CCN3S(=O)(=O)c2ccccc2)cs1,12.4,-43.0,27.7,5.2,5.7,-5.3,1.2,20.9,2.6
CCC(=O)Nc1ccc(-n2nnnc2SCC(=O)NNC(=O)c2ccco2)cc1,-1.8,-8.6,29.3,1.2,7.8,-0.2,.,2.5,0.9
COc1cc(/C=N/NC(=O)c2cccc(S(=O)(=O)N3CCOCC3)c2)cc(OC)c1O,-3.2,6.0,10.0,0.6,-8.4,-16.3,5.6,7.8,0.1
Cc1c(Cl)cccc1NC(=O)c1ncn[nH]1,1.2,-19.9,24.3,1.3,14.9,3.6,.,3.3,0.7
Cn1cnnc1SCC(=O)Nc1cccc(S(=O)(=O)N2CCCCCC2)c1,13.0,18.0,4.8,-0.3,-18.2,-8.2,2.5,3.9,0.2
C/C=C/C=C/C(=O)[C@@H]1[C@@H]([C@]2(C)OC(=O)C(C)=C2O)[C@H]2/C(=C(O)/C=C/C=C/C)C(=O)[C@]1(C)C(=O)C2(C)O (some centres not stated),-23.3,4.0,-1.7,.,.,-4.1,.,6.4,.
CC(C)n1nnnc1SCC(=O)N1CCOCC1,1.1,12.8&-11.3,9.5,-0.8,18.5,-4.8,3.4,15.4&7.8,0.7
CCN(CC)C(=O)CSc1nc(-c2ccco2)cc(C(F)(F)F)c1C#N,22.5,29.8,1.6,0.1,2.8,-4.4[fluorescence artefact?],6.9,7.3,0.6
CCn1c(SCc2nc3cc(OC)c(OC)cc3c(=O)[nH]2)nc2ccccc21,15.7,5.9,9.0,0.6,6.2,8.1,12.4,5.1,0.4
Cc1nc2ccc(S(=O)(=O)NCC(=O)N3CCN(c4ccccc4)CC3)cc2s1,9.5,-34.8,-6.6,5.6,11.3,1.1,11.4,9.6,2.0
Cc1ccc(S(=O)(=O)CCC(=O)NCCN2C(=O)S/C(=C\c3ccccc3)C2=O)cc1,37.5,-4.0,3.1,-0.7,-5.0,-1.7,3.6,20.4,0.5
O=C(O)c1cccc(S(=O)(=O)N2CCSCC2)c1,3.4,8.4&-18.0,0.5,-0.7,6.1,76.9*,8.2,5.3&8.9,0.4
COc1ccc(C2c3ccc(O)cc3Oc3ncn4nc(-c5ccncc5)nc4c32)cc1OC (configuration not stated),9.7,-3.9,7.4,0.8,1.8,2.3,.,8.4,-0.1
Cc1ccc(C)c(NC(=O)CN2C(=O)CNC2=O)c1,25.4,10.6,26.7,-0.3,-2.0,3.1[fluorescence artefact?],-2.0,7.5,-0.1
CCc1ccc(NC(=O)C(C)OC(=O)c2ccc(N3CCCC3)c([N+](=O)[O-])c2)cc1 (configuration not stated),12.0,1.8,11.4,-1.6,-15.1,-1.2,-3.1,8.9,0.7
C=CCOc1c(Br)cc(CNn2nnnc2N)cc1OC,47.5,6.3,-3.8,0.8,-1.6,1.3,-2.0,5.2,-0.1
COc1cc2c(cc1OC)CN(C(=O)c1cc(=O)c3ccccc3o1)CC2,5.1,1.6,-15.1,0.0,-15.8,0.6,1.3,9.1,-0.1
CCN1CCN(C(=O)CN(c2ccc(C)cc2)S(C)(=O)=O)CC1,19.8,11.7&3.8,4.5,5.3,8.1,1.2,0.3,17.8&12.4,0.7
O=C(Cn1nnc2ccccc2c1=O)Nc1ccc(S(=O)(=O)N2CCOCC2)cc1,20.7,0.5,-13.2,0.5,0.6,-13.7,-2.1,3.8,1.1
O=c1c2ccccc2nc2n1CCCN2,4.7,9.7,-4.1,1.4,-5.1,1.4,2.0,7.7,0.5
Nc1ccccc1Sc1cc(Cl)nnc1Cl,20.0,18.7,13.6,0.2,-6.4,3.9,.,6.9,-0.7
CC(C)C(C(=O)NC1=NCCS1)c1ccc(Cl)cc1 (configuration not stated),34.3,-2.7,13.2,2.1,10.8,-5.4,-7.6,4.2,0.6
Cc1ccnc(NC(=O)COC(=O)c2ccc(F)cc2F)n1,21.4,-5.2,8.7,2.8,10.8,6.1,.,9.1,0.5
COc1ccc(C(C(=O)NC2CCCCC2)N(C(=O)c2ccccn2)c2cccnc2)cc1 (configuration not stated),-2.0,3.1,.,0.4,-2.0,-12.0,3.9,3.4,0.5
COc1ccc(C(c2nnnn2Cc2cccs2)N2CCN(c3ccccc3)CC2)cc1OC (configuration not stated),-3.9,-4.5,1.2,0.8,-23.2,-7.2,2.6,9.6,0.2
CC(C)CC(=O)Nc1ccc([N+](=O)[O-])cc1Cl,-6.8,15.3,15.3,-0.6,8.7,8.9,-6.0,4.3,-0.4
COC(=O)c1ccc(COC(=O)c2ccc(-n3cnnn3)cc2)o1,17.9,-2.5,-5.0,-0.8,-7.3,.,-0.2,6.9,0.6
O=C(CCNS(=O)(=O)c1cccc2nsnc12)N1CC(=O)N(CCc2ccccc2)C(=O)C1,13.7,0.1,12.0,-0.1,-2.6,25.9,-6.0,7.1,0.0
COc1cccc(-c2nnc(SCC(=O)OC(C)C)n2Cc2ccco2)c1,42.5,19.0,8.2,-1.7,-12.1,7.1,6.7,10.7,-0.2

# Looked up above.
# Under TRPML3 ag, O=C(Cn1nnc2ccccc2c1=O)Nc1ccc(S(=O)(=O)N2CCOCC2)cc1 is listed with 1.1
# Under zfTRPN1 agonist, Cc1ccnc(NC(=O)COC(=O)c2ccc(F)cc2F)n1 is listed with 2.8

# (list continues)
SMILES,CHOP inhibitor,EP2 modulator,PPC-1+TRAIL kill,zfTRPN1 agonist,NPY-Y1 PAM-ag,14-3-3 Bad inh,NPY Y1 blocker,PGE2 EP2 inh,TRPML3 ag
COc1nccnc1NS(=O)(=O)c1ccc(NC(=S)NC(=O)c2cccc(F)c2)cc1,-2.9,-24.1,13.6,0.7,-0.4,-10.1,-0.5,8.6,0.2
CCn1c(=O)cc(SCC(=O)NCCC2=CCCCC2)c2ccccc21,22.4,9.8,3.0,2.3,0.2,6.7,4.4,8.5,0.6
O=C(Nc1ccc(C(=O)O)cc1)/C(=C\c1ccc2c(c1)OCO2)NC(=O)c1ccccc1,-9.1,12.3,-7.6,-1.4,-8.6,5.1,-1.0,3.5,0.8
O=C(Nc1cccc2ccccc12)/C(=C\c1cccc([N+](=O)[O-])c1)NC(=O)c1cccs1,15.2,12.1,14.6,-0.3,9.0,-7.9,-2.7,10.4,-0.4
Cc1ccc2nc3c(cc2c1)c(NC(=O)c1cccnc1)nn3C,32.3,-1.1,-2.5,1.1,-4.4,-5.8[fluorescence artefact?],-4.8,14.2,0.1
CCOC(=O)/C(C(=O)Nc1ccccc1Cl)=C1/NC(C)(C)Cc2ccccc21,60.5,35.6,-2.6,-0.6,3.6,10.4,4.1,7.0,0.4
Cc1c(/C=C/C(=O)c2ccc(Cl)s2)cnn1C,-4.0,-9.8,13.8,1.1,-12.4,4.4[fluorescence artefact?],2.5,3.9,0.3
CCOc1ccc(C(=O)Nc2cc(-c3nc4ccccc4[nH]3)ccc2Cl)cc1[N+](=O)[O-],78.7*,-13.3,4.7,-1.0,-57.4,48.3,2.1,14.2,0.3
CCOC(=O)N1CCN(C(=O)CSc2nnc(-c3cccs3)o2)CC1,14.4,13.5,-7.9,0.5,-3.3,3.6,2.8,8.8,0.4
CCC1C(=O)CC(c2ccccc2)NC1c1ccccc1 (configuration not stated),18.4,22.6,25.7,-2.8,-7.3,-2.0,4.0,2.9,-0.7
CC1(/[N+]([O-])=C/c2ccccc2F)CCCCC1=O (configuration not stated),4.0,15.2,11.6,1.7,-4.5,-14.1,3.4,3.3,1.1
S=C(NCCC(c1ccccc1)c1ccccc1)Nc1cccc(Cl)c1,93.9*,-22.2,18.2,1.0,-22.4,7.8,-3.3,14.3,0.5
C(=N\N1CCN(Cc2cccc3ccccc23)CC1)/c1cccnc1,30.3,-26.2,43.5,-1.5,-17.3,2.5,-0.4,5.0,-0.4
O=S(=O)(c1ccc(F)cc1)N1CN(Cc2ccco2)c2nc3ccccc3nc21,29.3,28.0,22.3,1.9,-2.6,12.3,5.3,0.8,0.9
O=C(CSc1ncnc2ccccc12)Nc1ccc(N2CCOCC2)cc1,28.4,13.1,22.3,0.2,12.0,2.1,8.9,20.2,0.8
COc1cc(/C=N/Nc2nc(C)cc(C)n2)ccc1OC(=O)c1ccco1,8.9,-8.4,-2.8,2.0,2.0,-5.5,9.1,13.2,-0.1
O=C(COc1ccc(Br)cc1F)N1CCN(c2ncccn2)CC1,8.7,-17.7,7.6,0.0,-25.3,7.3,11.4,9.8,-0.2
O=C(O)c1cc(N/N=C/C=C/c2ccccc2)ccc1Cl,-8.3,3.2,11.1,0.8,0.0,-24.7,-9.0,5.4,0.7
CC1CCN(S(=O)(=O)c2ccc3c(c2)c(=O)c(C(=O)NCc2ccco2)cn3C)CC1,3.7,11.6,44.2,0.0,8.7,4.1[fluorescence artefact?],-3.1,6.2,0.4
CCc1cccc(C)c1NC(=O)C1=C(C(=O)O)CCCC1,36.6,21.6,22.8,-0.5,6.5,2.8,2.1,8.9,-0.4
O=C(Nc1ccccc1C(=O)NCc1ccco1)c1ccco1,-1.1,9.1,14.7,1.7,3.3,-6.9,-10.3,5.4,-0.2
COc1ccccc1NC(=S)Nc1cccc2cnccc12,19.9,7.5,25.7,0.5,65.6*,-1.4,-14.0,13.1,0.4
CSc1ccccc1NC(=O)CSc1nnnn1-c1ccccc1SC,26.7,-12.3,-5.2,-0.6,-31.5,1.6,6.6,9.6,-1.2
O=C(Nc1ccc2c(c1)OCO2)c1cnccn1,-10.2,11.3,4.5,-1.5,13.6,-5.6,-4.7,6.7,0.5
COc1ccc(O)c(C(=O)c2cc(C#N)c(=O)n(-c3ccc(Cl)cc3)c2)c1,-20.5,-0.7,18.8,1.2,5.7,-4.1,.,5.8,2.0
CCNC(=O)c1c(NC(C)=O)sc2c1CCCC2,-18.9,19.5,11.0,-0.4,1.2,9.4,7.3,6.4,0.4
OC(CNCc1ccc(Cl)cc1)C(F)(F)F (configuration not stated),13.6,18.6,18.3,0.9,9.3,-19.9,1.6,9.9,0.8
CCS(=O)(=O)Nc1cccc(C(=O)O)c1,10.4,18.4,8.2,0.4,27.0,9.1,.,8.4,0.3

# A portion of the library (hit frequency here may not be typical).
